Bioassay records (PubChem BioAssay)
TexasRed fluor: counter-screen for TRb-SRC2 inhibitors: fluorescence interference | Potency, µM (series often up to 106 µM), for the others: top-dose fluorescence change, negative = quenching | hit rate 0.29% among 280,000 | TRb/SRC2 Texas Red total fluorescence interference; active means well fitted curve in either direction with a large enough effect; inconclusive means small, poorly fitted or top-dose-only effect
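Human TRβ ligand-binding domain (0.6 uM) and Texas Red SRC2 peptide (20 nM) in Tris buffer with 1 uM T3 and 5% DMSO were incubated with pinned compound for 5 hr at ambient temperature. Total fluorescence was computed as S + 2P (555/632 nm).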
TRb-SRC2 inh: TRbeta-SRC2 interaction inhibition | TRbeta-SRC2 peptide binding, fluorescence polarization; receptor liganded with 1 µM T3 | AID 1469 | P10828 | hit rate 0.065% among 280,000 | Potency, µM (titrated, usually from 106 µM), without a hit: at the top dose activity change, negative = inhibition, most hits filed as inhibitors;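 further: plate controls were bound peptide for no effect and peptide without receptor for full effect; nearly all actives have a fitted effect of over 50% in size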
Target sequence (P10828 whole entry, looked up): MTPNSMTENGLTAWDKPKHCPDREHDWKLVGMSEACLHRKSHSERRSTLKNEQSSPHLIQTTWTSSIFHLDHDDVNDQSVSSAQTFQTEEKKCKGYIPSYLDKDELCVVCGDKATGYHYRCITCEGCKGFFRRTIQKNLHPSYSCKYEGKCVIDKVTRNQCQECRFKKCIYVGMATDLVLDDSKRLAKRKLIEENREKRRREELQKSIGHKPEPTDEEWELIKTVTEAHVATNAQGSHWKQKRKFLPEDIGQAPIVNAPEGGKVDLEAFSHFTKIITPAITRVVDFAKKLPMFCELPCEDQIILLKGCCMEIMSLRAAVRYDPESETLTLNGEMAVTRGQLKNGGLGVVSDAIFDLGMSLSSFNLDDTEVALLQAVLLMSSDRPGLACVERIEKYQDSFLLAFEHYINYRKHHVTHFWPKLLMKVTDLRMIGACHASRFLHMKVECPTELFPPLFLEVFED
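Assay buffer: 20 mM Tris-HCl, 100 mM NaCl, 10% glycerol, 1 mM EDTA, 0.01% NP-40, 1 mM DTT, 1 uM T3, 5% DMSO; TRb LBD 0.6 uM, Texas Red SRC2 20 nM; FP after 5 hr.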
L3MBTL1 block: inhibitors of human L3MBTL1 | AlphaScreen L3MBTL1–H3K9me1 peptide binding | Potency, µM (top dose mostly 57.1 µM), inactives show top-dose activity, negative = inhibition, most hits filed as inhibitors | hit rate 0.66% among 230,000 | AID 485360; further: nearly all actives have a fitted effect of over 60% in size
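L3MBTL1 50 nM + b-AHA-H3(1-15)K9me1 75 nM, 30 min RT; compound added, 30 min RT; streptavidin donor/Ni-chelate acceptor beads 10 ug/mL each final, 30 min RT dark; AlphaScreen read.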
RECQ1 inh: inhibitors of human RECQ1 DNA helicase; P46063; Potency, µM (titrated, usually from 57.3 µM), inactives show at the top dose activity, negative = inhibition, usual class: inhibitors; RECQ1 DNA unwinding, red fluorescence kinetic read; hit rate 0.54% among 240,000;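 further: plate controls were vehicle for no effect and no enzyme for full effect; nearly all actives have a fitted effect of over 30% in size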
Target sequence (P46063 whole entry, looked up): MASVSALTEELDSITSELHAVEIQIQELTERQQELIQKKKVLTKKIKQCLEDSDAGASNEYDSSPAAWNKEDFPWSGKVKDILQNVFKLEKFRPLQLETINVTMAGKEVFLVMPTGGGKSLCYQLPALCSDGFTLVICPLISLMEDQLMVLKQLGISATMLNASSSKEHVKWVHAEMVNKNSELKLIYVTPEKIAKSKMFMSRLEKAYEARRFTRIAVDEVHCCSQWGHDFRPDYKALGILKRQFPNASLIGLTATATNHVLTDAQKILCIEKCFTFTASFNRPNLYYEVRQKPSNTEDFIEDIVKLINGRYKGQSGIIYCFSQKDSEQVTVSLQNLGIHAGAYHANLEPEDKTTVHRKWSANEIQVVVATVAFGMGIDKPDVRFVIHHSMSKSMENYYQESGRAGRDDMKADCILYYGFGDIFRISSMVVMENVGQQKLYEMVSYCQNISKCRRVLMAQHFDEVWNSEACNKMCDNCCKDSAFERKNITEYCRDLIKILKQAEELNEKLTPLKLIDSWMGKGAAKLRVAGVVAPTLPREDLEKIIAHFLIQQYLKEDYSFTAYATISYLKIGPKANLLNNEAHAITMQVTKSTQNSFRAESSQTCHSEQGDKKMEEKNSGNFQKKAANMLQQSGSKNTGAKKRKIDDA
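RECQ1T1 50 nM; forked duplex (20 bp + 30-nt ss tails) 200 nM, ATP 2 mM final; pH 8.0, 2 mM MgCl2, 2.5 ug/ml poly(dI-dC); 15 min compound preincubation; discontinuous kinetic read over 2 h at RT.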
An asterisk follows results filed as active; i = inactive; ? = inconclusive; / = not tested or not shown; & = joins results of further samples; [ ] = dose if it differs, or a comment. Unless noted, the call rests on the fitted dose curve; in most records, active means well fitted curve in the direction sought with a large enough effect; inconclusive means small, poorly fitted or top-dose-only effect, or another doubt; inactive means no such curve, though single readings can be large; an effect the other way counts as inactive or inconclusive. Unless noted, on the % scale 0 is the no-effect control and ±100 the full control effect; potency means the concentration at half of the fitted maximal effect. The list is partial; the hit share may differ from the screen's.

SMILES | TexasRed fluor | TRb-SRC2 inh | L3MBTL1 block | RECQ1 inh
COC(=O)CN1C(=O)[C@@H]2[C@H](C1=O)[C@@H]1CC(C(=O)OC)=C[C@@H](C(=O)OC)C3C1=C(C(=O)[C@@]3(C)NC(=O)c1ccccc1)[C@@H]2C (stereo partly drawn) | -1.6% | 1.5% | / | -5.3%
CCC1(CC)C(=O)C2=C3C1[C@H](C(=O)OC)CC(C(=O)OC)C[C@H]3n1c(=O)n(C)c(=O)n1[C@H]2C (stereo partly drawn) | -3.5% | -2.4% | / | i
Cc1nc2c(c(=O)[nH]1)CSCC2 | -16.3% | 4.8% | / | -10.0%
NCCCCCCNc1nc2c(N)ncnc2n1[C@@H]1O[C@@H]2COP(=O)(O)O[C@H]2[C@H]1O | 0.2% | -2.3% | / | -1.4%
COc1ccc([C@H]2OCC3C2CO[C@@H]3c2ccc(OC)c(OC)c2)cc1OC (stereo partly drawn) | -1.5% | -2.9% | / | -11.8%
CCCC[C@H]1CCCO[C@@](C(=O)NCCN2CCOCC2)(C(F)(F)F)C1 | -0.1% | -0.9% | / | 9.2%
C/C=C1\COC(C(=O)NCc2ccccc2)(C(F)(F)F)C=C1C=C1CCCCC1 (stereo not drawn) | 0.7% | 0.1% | / | 0.4%
COc1cc(OC)c2c(c1C(CCN1CCN(c3ccccc3)CC1)c1ccc(N(C)C)cc1)OC(=O)CC2c1ccc(N(C)C)cc1 (stereo not drawn) | -1.8% | -0.4% | / | i
O=C1/C(=C/c2ccc(O)c(O)c2)Oc2ccccc21 | -24.6% | 24.0% | / | ?
O=S(O)CO | -0.2% | -2.0% | / | -14.0%
COc1ccc(C2=Nn3c(nnc3-c3ccccc3C)SC2)cc1OC | -1.9% | -5.3% | / | 5.5%
CC[C@H](C)[C@H](NC(=O)[C@H](CCCNC(=N)N)NC(=O)[C@@H](NC(=O)[C@H](CCCNC(=N)N)NC(=O)[C@H](CCCCN)NC(=O)[C@H](CCCNC(=N)N)NC(=O)[C@@H](NC(=O)[C@H](CC(N)=O)NC(=O)[C@@H](N)CS)[C@@H](C)O)[C@@H](C)CC)C(=O)N[C@@H](CCC(N)=O)C(=O)N[C@@H](CCCNC(=N)N)C(=O)NCC(=O)N1CCC[C@H]1C(=O)NCC(=O)N[C@@H](CCCNC(=N)N)C(=O)N[C@@H](C)C(=O)N[C@@H](Cc1ccccc1)C(=O)N[C@H](C(=O)N[C@H](C(=O)N[C@H](C(=O)NCC(=O)N[C@@H](CCCCN)C(=O)O)[C@@H](C)CC)[C@@H](C)O)C(C)C | -2.7% | 5.6% | / | 19.7%
CCOC(OCC)OCC | ? | -10.3% | / | -9.7%
CCc1ccc(C2/C=C\CNC(c3ccccc3)C(=O)N2Cc2ccc(C)cc2)cc1 (stereo not drawn) | -0.5% | -2.8% | / | 6.0%
COc1ccc(-c2ccc(OC)c(C3C4C=CCCC4(C)C(=O)N3Cc3ccccc3)c2)cc1OC (stereo not drawn) | -1.9% | -0.3% | / | -12.5%
CCCC/C=C/[C@H](c1ccccc1)[C@H](CO)Cc1ccc2ccccc2c1 | -1.6% | -1.0% | / | -5.7%
O=C(Cl)CCCCCCCC(=O)Cl | -9.3% | 1.0% | / | -2.0%
COc1ccc(OC)c(-c2nnc3n2N=C(c2c(OC)cccc2OC)CS3)c1 | -2.6% | 1.1% | / | i
O=C(Cc1ccccc1Nc1c(Cl)cccc1Cl)OCO/N=[N+](\[O-])N1CCCC1 | 0.0% | 0.1% | / | -3.7%
CCC1CC=CC2C1C(=O)N(Cc1ccccc1)C2c1ccc2ccccc2c1 (stereo not drawn) | 0.6% | 2.2% | / | 0.2%
CC(Oc1ccc(Br)cc1)C(=O)NCCCN1CCCC1=O (stereo not drawn) | / | / | -0.5% | /
CC(C)CN(C(=O)COC(=O)CNC(=O)c1sc2ccccc2c1Cl)C1CCS(=O)(=O)C1 (stereo not drawn) | / | / | -4.0% | /
O=C(CNC(=O)c1ccc(Cl)c([N+](=O)[O-])c1)OCN1C(=O)c2ccccc2C1=O | / | / | -1.3% | /
COc1ccc(-c2cc(=O)oc3cc(OCC(=O)NCc4ccccn4)ccc23)cc1 | / | / | -6.3% | /
O=[N+]([O-])c1cccc(-c2c(-c3ccccc3)ncc3ccc(F)cc23)c1 | / | / | -8.7% | /
CC(C)CCNc1ncnc2c1nnn2Cc1ccccc1 | / | / | 4.7% | /
C#CCOCCOCCOCCNc1nc(N2CCN(C(=O)[C@H](CCCCN)n3cc(CN)nn3)CC2)nc(N2CCN(C(=O)[C@H](CCCN=C(N)N)n3cc(C(N)[C@H](C)CC)nn3)CC2)n1 (stereo partly drawn) | / | / | -2.3% | /
COC(=O)c1c(-c2ccc(OC)cc2)sc2ccc(OC)cc12 | / | / | 32.4%[activator] | /
COc1ccc(CC(=O)NCC2CCCN(Cc3cccc(SC)c3)C2)cc1 (stereo not drawn) | / | / | 6.8% | /
O=C(OCC#CCSc1nnc(-c2cccc3ccccc23)o1)c1cc2ccccc2o1 | / | / | 5.9%&3.7% | /

Single records (already shown).
CC(C)CCNc1ncnc2c1nnn2Cc1ccccc1 across the screens: TexasRed fluor: /; TRb-SRC2 inh: /; L3MBTL1 block: 4.7%; RECQ1 inh: /
CCCC/C=C/[C@H](c1ccccc1)[C@H](CO)Cc1ccc2ccccc2c1 across the screens: TexasRed fluor: -1.6%; TRb-SRC2 inh: -1.0%; L3MBTL1 block: /; RECQ1 inh: -5.7%

The results go on:
SMILES | TexasRed fluor | TRb-SRC2 inh | L3MBTL1 block | RECQ1 inh
COC(=O)c1cscc1S(=O)(=O)Cc1ccccc1 | / | / | 6.4%[2.29 µM] | /
O=C(Nc1cccc(S(=O)(=O)N2CCCCC2)c1)c1ccco1 | / | / | -2.0% | /
Cc1c(C(=O)N2CCN(S(=O)(=O)c3ccccc3)CC2)oc2ccccc12 | / | / | -6.5% | /
CCOC(=O)c1c(NC(=O)COC(=O)CCOc2ccccc2C)sc(C(=O)NC)c1C | / | / | -11.5% | /
Cc1ccc(S[C@@H](CCN2CC[C@H](C)CCC2=O)c2ccccc2)cc1 | / | / | 12.9% | /
CC(Sc1nnc(-c2ccncc2)n1C)C(=O)Nc1ccc(N2CCOCC2)cc1 (stereo not drawn) | / | / | 3.9% | /
CC(C(=O)N1CCc2ccccc21)N1CCN(S(=O)(=O)c2cccc(C(F)(F)F)c2)CC1 (stereo not drawn) | / | / | -2.8% | /
C=CCN(c1ccccc1)S(=O)(=O)c1cccc(C(=O)NNC(=O)c2ccccc2O)c1 | / | / | -0.9% | /
CSCCC(NC(=O)c1ccco1)C(=O)NCC(c1ccccc1)N(C)C (stereo not drawn) | / | / | 6.9% | /
O=C1CC(c2ccccc2Cl)CC(O)=C1C=NCCCO (stereo not drawn) | / | / | -0.9%[2.29 µM] | /
O=C(NCc1ccco1)c1cccc2c1C(=O)c1ccc(N3CCCC3)cc1S2(=O)=O | / | / | -5.8% | /
NS(=O)(=O)c1ccc(CNC(=O)Cc2cccs2)cc1 | / | / | ? | /
COc1ccc(OC)c(-c2nc(C(=O)NCC3CCCO3)cc3c2[nH]c2ccccc23)c1 (stereo not drawn) | / | / | -2.8% | /
CN1CCC(=O)N([C@H](CSc2ccccc2)Cc2ccccc2)CC1 | / | / | 2.2% | /
CC(=O)Nc1ccc(NC(=O)C2CC(=O)N(Cc3ccco3)C2)cc1 (stereo not drawn) | / | / | 5.1% | /
CCCCC(=O)Nc1ccccc1N1CCN(c2ccc(F)cc2)CC1 | / | / | -9.8% | /
CC(=O)C[C@@H](O)CC(=O)[C@@H]1OC(=O)CCCCC/C=C/Cc2ccccc21 | / | / | 1.8% | /
COCCN(Cc1ccccc1)C(=O)c1ccc2c(=O)n3c(nc2c1)CCC3 | / | / | -5.8% | /
O=C1CN(C(=O)CSc2nnnn2C2CC2)c2ccccc2N1 | / | / | -5.7% | /
COc1ccccc1NS(=O)(=O)c1cc(C(=O)N2CCCCCC2)ccc1C | / | / | 1.0% | /
CC(NC(=S)Nc1ccc(F)cc1)c1ccccc1 (stereo not drawn) | / | / | 8.9% | /
Cc1ccc(C)c(OCC(=O)N(C)CC(=O)Nc2ccc(Cl)c(C(F)(F)F)c2)c1 | / | / | 3.8% | /
Cc1cccc(C(=O)NCc2nnc(SC(C)C(=O)Nc3nnc(C)s3)n2C)c1 (stereo not drawn) | / | / | 8.0% | /
Cc1ccccc1OCC(=O)OCC(=O)NC1CCCCCC1 | / | / | 6.9% | /
C#CCOCCOCCOCCNc1nc(N2CCN(C(=O)CCCCCCCCCCNC(=O)[C@H](CCCCN)n3cc(CCO)nn3)CC2)nc(N2CCN(C(=O)CCCCCCCCCCNC(=O)[C@H](CCCCN)n3cc(CCCC(=O)O)nn3)CC2)n1 | / | / | 12.5% | /
COc1cc(Cl)c(CN2CCCC(CO)(Cc3ccccc3)C2)cc1OC (stereo not drawn) | / | / | 1.9%[2.29 µM] | /
CCN(CC(=O)Nc1ccc(NC(C)=O)cc1)C(=O)CSCC(=O)Nc1ccc(C)cc1 | / | / | 9.7% | /
O=C(COC(=O)[C@H](Cc1ccccc1)NC(=O)c1ccco1)Nc1ccccc1OC(F)F | / | / | 6.6% | /
CCc1ccc2[nH]c(=O)c(-c3ccccc3)c(O)c2c1 | / | / | -0.3% | /
Cc1ccc(S(=O)(=O)NCC(=O)OCc2cc(=O)oc3cc(C)ccc23)cc1 | / | / | -0.9% | /
COc1ccc(C(=O)Nn2c(CC(C)C)nc3cc(OC)c(OC)cc3c2=O)c(OC)c1 | / | / | -2.1% | /
O=C1C(Cc2ccccc2)Nc2ncnc(N3CCc4ccccc4C3)c2N1Cc1ccc(Cl)cc1 (stereo not drawn) | / | / | -0.6% | /
CCCCn1c(N)c(N(CCC(C)C)C(=O)COC(=O)c2cccnc2Cl)c(=O)[nH]c1=O | / | / | 3.4% | /
O=C1Nc2ccccc2CCc2ccccc21 | / | / | 1.4% | /
COc1ccccc1C(=O)N/N=C(\C)CC(=O)Nc1ccccc1NC(C)=O | / | / | -2.7%[2.29 µM] | /
COc1cc(C(=O)NC(C)CCc2ccccc2)cc(OC)c1OC (stereo not drawn) | / | / | 2.1%[2.29 µM] | /
CC(=O)Nc1ccc(S(=O)(=O)NCCC(=O)N2CCN(c3ccccc3Cl)CC2)cc1 | / | / | -3.0% | /
COc1ccc(Cl)cc1C(=O)NNC(=O)COC(=O)CC(NC(C)=O)c1ccccc1 (stereo not drawn) | / | / | 6.2% | /
COc1ccc(-n2c(SCC(C)=O)nc3sc(C)c(C)c3c2=O)cc1 | / | / | 6.7%[2.29 µM] | /
COCCN(CC1CCCN(C2Cc3ccccc3C2)C1)C(=O)CCC(C)=O (stereo not drawn) | / | / | 2.2% | /
CCc1ccccc1NC(=O)CNC(=O)CNC(=O)c1cccs1 | / | / | 2.4% | /
O=C(C[C@@H]1C/C=C\CCCC(=O)OC[C@@H]2CCCN2C1=O)N[C@@H](CO)Cc1ccccc1 | / | / | 5.1% | /
O=C(NCc1n[nH]c(=O)c2ccccc12)C1CC(=O)N(c2ccc(Cl)cc2)C1 (stereo not drawn) | / | / | 2.7% | /
COCC(C)n1c(SCC(=O)Nc2nccs2)nc2ccccc2c1=O (stereo not drawn) | / | / | -3.1% | /
O=C1Nc2ccccc2C1=Nc1ccc(Br)cc1 | / | / | -12.5% | /
CC(=O)c1ccc(S(=O)(=O)N(C)CC(=O)Nc2ccc(C)cc2)cc1 | / | / | 0.6% | /

3 entries drawn at random from the list so far, as already listed:
SMILES | TexasRed fluor | TRb-SRC2 inh | L3MBTL1 block | RECQ1 inh
COc1ccc(Cl)cc1C(=O)NNC(=O)COC(=O)CC(NC(C)=O)c1ccccc1 (stereo not drawn) | / | / | 6.2% | /
O=C(C[C@@H]1C/C=C\CCCC(=O)OC[C@@H]2CCCN2C1=O)N[C@@H](CO)Cc1ccccc1 | / | / | 5.1% | /
COc1cc(C(=O)NC(C)CCc2ccccc2)cc(OC)c1OC (stereo not drawn) | / | / | 2.1%[2.29 µM] | /
